Yeast growth inh – chemicals that inhibit yeast BB579 growth in restrictive medium (lifespan-shortening candidates) | actives 0.51% (n = 140,000) | inhibition, % at 10 µM | S. cerevisiae BB579 growth, OD615, 48 h;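 active = inhibition above a set limit, 3 SD over the mean compound inhibition, cut at about 44% in these data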; note: inactives centre near -24
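Test system: S. cerevisiae DeaD strain BB579 yeast; Medium: restrictive CSMM-D medium; Compound: one dose, 10 µM compound with 0.25% DMSO; Incubation: 4 h cell preincubation, 48 h compound exposure, 30 °C humidified; Signal: OD at 615 nm; Benchmarks: amphotericin B at 10 µg/mL as positive control.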
Measles CPE – protection of cells from measles virus; Measles virus-infected cells, CPE protection, absorbance; protection (pct of control), % at 4 µM; actives 1.5% (n = 140,000); in the data active = protection mostly above about 24%, no sharp cut-off; inactive = mostly below about 26%; note: some compounds called inactive have numbers as strong as hits
NPY Y2 blocker – NPY-Y2 (human) receptor antagonism. P49146. NPY-Y2 expressing cells, antagonist mode. inhibition, % at 2.7 µM. actives 0.99% (n = 140,000). AID 793; in the data active = inhibition above about 17%;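 note: 0% = vehicle with agonist challenge and 100% = reference antagonist with challenge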
Target sequence (P49146 whole entry, looked up): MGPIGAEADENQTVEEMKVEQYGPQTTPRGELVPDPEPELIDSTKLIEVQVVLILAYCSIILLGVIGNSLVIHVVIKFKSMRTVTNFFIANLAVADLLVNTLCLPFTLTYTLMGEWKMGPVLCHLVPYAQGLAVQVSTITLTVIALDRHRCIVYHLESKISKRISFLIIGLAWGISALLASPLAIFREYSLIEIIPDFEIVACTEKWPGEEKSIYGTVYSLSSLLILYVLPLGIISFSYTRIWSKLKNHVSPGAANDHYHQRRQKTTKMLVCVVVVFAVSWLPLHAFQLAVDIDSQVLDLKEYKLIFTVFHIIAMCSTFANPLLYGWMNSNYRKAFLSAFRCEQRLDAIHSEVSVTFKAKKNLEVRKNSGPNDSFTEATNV
MRP1 act – activators of MRP-1; H69AR cells + doxorubicin, viability rescue, CellTiter-Glo; viability increase, % at 10 µM; actives 0.61% (n = 140,000); AID 799;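 active = viability gain under doxorubicin at or above a set limit, the compound median plus 3 SD, cut at about 4.7% in these data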;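 note: MRP-1 overexpressing cells given doxorubicin 25 µM after compound pretreatment; 18-22 h compound pretreatment then 72 h with doxorubicin before readout; 0% = doxorubicin-only wells and 100% = vehicle-treated cells without doxorubicin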
GALR2 blocker – antagonists of human galanin receptor 2 (GALR2) | O43603 | GALR2-expressing cells, antagonist mode | inhibition, % at 4 µM | actives 0.39% (n = 140,000); in the data active = inhibition above about 27%;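 note: cells stimulated with galanin 1-16 at roughly its EC80; 0% = agonist challenge control and 100% = basal control without agonist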
Target sequence (O43603 whole entry, looked up): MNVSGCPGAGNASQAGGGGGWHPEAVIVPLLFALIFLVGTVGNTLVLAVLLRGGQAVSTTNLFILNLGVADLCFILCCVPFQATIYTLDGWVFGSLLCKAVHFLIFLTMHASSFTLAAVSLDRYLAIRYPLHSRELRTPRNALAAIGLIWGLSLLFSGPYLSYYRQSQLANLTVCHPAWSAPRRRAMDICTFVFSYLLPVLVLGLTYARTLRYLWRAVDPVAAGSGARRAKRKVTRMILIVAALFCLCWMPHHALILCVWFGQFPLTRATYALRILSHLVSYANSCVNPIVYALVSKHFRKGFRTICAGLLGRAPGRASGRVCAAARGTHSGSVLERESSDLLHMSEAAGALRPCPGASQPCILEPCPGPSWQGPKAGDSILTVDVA
HCT116 bCat-KO – beta-catenin-lacking colon tumor cell growth suppression; actives 1.5% (n = 140,000); AID 818; HCT116 beta-catenin knockout viability, CellTiter-Glo, 60 h; stronger effect = lower value; viability, % at 10 µM;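 active = viability at or under a set limit, the compound median less 4 SD, cut at about 6% in these data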;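 note: 0% = Hyamine 1622 control at 20 µM and 100% = untreated cell control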
PTEN del growth – PTEN-deleted cell growth suppression | HCT116 PTEN-null viability, CellTiter-Glo, 60 h; stronger effect = lower value | viability, % at 10 µM | actives 1.2% (n = 140,000) | AID 827;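 active = viability at or below a set limit, 4 SD under the median of all tested compounds, cut at about 3.7% in these data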;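 note: PTEN knockout HCT116 line with beta catenin targeted HCT116 as companion control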
Phagocytosis inh – blocks phagocytosis by macrophages; J774A.1 macrophage IgG-bead phagocytosis, imaging; inhibition, % at 5 µM; actives 0.07% (n = 110,000); AID 1029;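 active = inhibition above the mean of the plate negative controls plus 5 SD, cut at about 13% in these data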;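 note: phagocytic index as fraction of beads internalized from green versus red external bead signal; plate controls were DMSO negative control for no effect and cytochalasin-D positive control for full effect; some results beyond the cut were filed as inactive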
E-sel TNF inh – blocks E-selectin expression induced by TNF alpha; HUVEC TNFa-induced E-selectin immunofluorescence, high content; inhibition, % at 2 µM; actives 0.71% (n = 120,000);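 active = inhibition above the batch mean plus 3 SD, and confirmed as a hit on visual image review, cut at about 43% in these data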;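 note: 0% = TNF-stimulated DMSO wells and 100% = unstimulated control wells; not every result past the cut was called active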
Yeast life ext – yeast lifespan extension. S. cerevisiae growth with nicotinamide, OD615; deaD strain in restrictive glucose medium. inhibition of the nicotinamide effect, % at 10 µM. actives 0.68% (n = 130,000);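 active = inhibition above a set limit, placed 3 SD over the median of all compounds, cut at about 26% in these data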;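 note: 0% = nicotinamide-treated wells and 100% = cells grown without nicotinamide; some compounds called inactive have numbers as strong as hits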
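assay system = DeaD-strain S. cerevisiae | measured by = absorbance at 615 nm | probe or stimulus = nicotinamide 1.5 mM | buffer or medium = CSMM-D glucose medium, restrictive | times = 48 h at 30 °C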
The depositor's hits bear a star; · = not tested or not shown.

SMILES	Yeast growth inh	Measles CPE	NPY Y2 blocker	MRP1 act	GALR2 blocker	HCT116 bCat-KO	PTEN del growth	Phagocytosis inh	E-sel TNF inh	Yeast life ext
O=C(Nc1ccc(F)cc1)c1cccc(NC(=O)C2C3CC4OC(=O)C2C4C3)c1 (configuration not stated)	-11.2	4.8	1.0	0.7	7.0	87.2	99.3	4.4	7.5	-4.4
COc1ccc(Cc2nnc(SCC(=O)N3CCc4ccccc4C3)o2)cc1	-35.9	9.7	4.6	-1.4	-2.0	78.3	95.1	-0.9	47.8	-3.9
O=C(COc1ccc(F)c(Cl)c1)c1ccc[nH]1	-72.1	8.7	0.1	-0.3	-14.6	104.9	111.5	0.5	-22.1	-15.2
CC(C)C1N=C2c3ccccc3N=C(SCC(=O)c3ccc(O)c(O)c3)N2C1=O (configuration not stated)	-30.3	7.2	3.5	-0.6	5.2	39.6	59.9	-2.3	-2.4	-3.0
O=c1c2ccccc2nc2n1C1(CCCCC1)Cc1ccccc1-2	-63.1	5.8	21.2*	-0.3	-6.9	75.1	77.3	-0.1	5.4	-8.6
O=C(Nc1cccc(S(=O)(=O)Nc2ccccc2Cl)c1)c1ccc(Cl)nc1	-2.5	11.1	1.1	-0.6	11.3	71.3	64.7	-4.9	·	3.7
CCCC(CCC)C(=O)Nc1c[nH]c(=O)[nH]c1=O	-26.8	17.3	-0.5	-1.0	-6.0	103.3	100.8	-0.5	-26.7	-0.2
Cc1[nH]nc2nc3c(c(OC(=O)c4ccccc4)c12)c(=O)n(C)c(=O)n3C	23.0	-0.6	-0.3	-1.5	1.7	90.8	99.7	-0.2	16.3	52.4*
NC(=O)CSc1ncc(-c2ccccc2)[nH]1	2.6	15.8	1.2	-0.3	-1.7	97.4	91.6	·	·	-11.1
CC(C)NC1=C(Cl)C(=O)c2ccccc2C1=O	-0.3	25.0	2.6	-4.6	15.5	48.9	44.7	·	5.0	-8.0
CCOC(=O)c1c(CN2CCOCC2)n(-c2ccccc2)c2cc(Br)c(O)c(CN(C)C)c12	-40.0	6.7	-0.7	-1.2	-2.1	63.1	61.5	·	-5.8	4.5
CN(C)NC(=S)Nc1ccc2nc(-c3ccccn3)c(-c3ccccn3)nc2c1	-41.1	5.9	0.1	-0.7	-5.7	101.3	102.3	0.0	-9.9	-6.6
Cc1nc(SCc2ccc(O)c([N+](=O)[O-])c2)n[nH]1	-5.3	20.1	0.5	-1.1	4.1	98.5	105.0	-4.5	·	-0.6
CCCNC(=O)c1[nH]c(C)c(C(C)=O)c1C	-17.4	22.3	1.1	-1.1	-5.5	89.6	95.3	-0.3	3.1	-12.5
Cc1ccc(-c2n[nH]c3c2CCC3)cc1	-13.6	7.5	0.3	0.7	-3.3	82.2	92.2	-2.2	-10.1	-7.8
CCCNC(=O)C1=C(C)C(=O)OC12CCC(C)CC2 (configuration not stated)	-7.3	6.5	-1.2	0.2	-1.8	96.3	91.1	-0.6	·	-6.5
COC(=O)c1ccccc1NC(=O)CSCC(=O)Nc1ccccc1OC	-7.3	5.9	4.4	-5.0	4.9	79.7	74.8	2.5	20.6	-12.4
O=C(N/N=C/c1ccc(O)cc1)c1ccc(COc2cc(Cl)ccc2Cl)o1	-2.8	4.7	2.7	-4.0	-12.2	75.1	76.7	·	96.0*	-19.9
O=c1[nH]c2ccc(S(=O)(=O)N3CCC(Cc4ccccc4)CC3)cc2o1	-23.5	4.7	2.1	-2.3	-3.6	83.2	76.8	-2.1	-1.5	-3.8
CCc1nc2scc(-c3ccc(C)cc3)c2c(=O)n1N	-5.0	6.1	1.3	-3.8	-4.3	98.8	91.1	-3.9	29.3	-4.1
c1ccc(-c2nn3c(Cn4nnc5ccccc54)nnc3s2)nc1	-26.5	4.7	5.8	-0.1	2.8	90.7	111.4	-0.6	16.3	-4.4
O=C(Nc1ccn(Cc2c(F)c(F)cc(F)c2F)n1)c1ccc(COc2ccccc2Cl)cc1	-81.0	·	-2.2	3.8	-6.2	44.1	44.2	-2.6	-6.5	-14.2
CN(C)S(=O)(=O)N1CCN(S(=O)(=O)c2ccc(F)cc2)CC1	-29.8	0.1	2.2	-1.4	-6.2	94.4	87.3	4.2	8.8	-18.9
Cc1ccc(NC(=O)c2ccn(C)n2)c(Br)c1	-43.5	8.8	4.1	0.4	11.9	98.3	97.8	0.5	0.6	-6.5
CC(=O)Nc1ccc(-c2nc(C)c(C(C)=O)n2O)cc1	-22.6	19.9	1.2	-1.4	-1.7	114.6	101.5	-2.7	-4.0	-4.9
COC(=O)CCSc1cc(NCCOC(C)=O)c([N+](=O)[O-])c2nonc12	-1.3	2.6	0.2	-1.8	7.8	96.5	96.5	-5.9	42.9	2.3
CCOc1cccc(C2c3c(oc4cc(C)c(C)cc4c3=O)C(=O)N2CCCN(C)C)c1 (configuration not stated)	6.1	13.4	1.9	-0.6	-10.1	75.2	86.2	0.5	22.6	-12.1
CC(C)=CCC(C)(C)C1OCCN1C(=O)c1ccccc1 (configuration not stated)	-25.0	5.2	6.7	-1.4	-3.0	86.4	107.6	0.4	15.0	-4.6
C=CCN1C(=O)C(Cc2ccccc2)S/C1=N/N=C/c1cccs1 (configuration not stated)	-34.8	10.5	3.9	0.1	5.6	77.1	93.3	-0.3	10.6	-1.3
CCC(CC)NC(=O)CO/N=C/c1ccccc1OC(F)F	-19.2	16.6	1.4	-1.2	-1.6	75.6	79.5	6.0	·	1.2
Cc1nn(C(C)C(=O)N2CCOCC2)c(C)c1[N+](=O)[O-] (configuration not stated)	-15.8	8.7	0.2	1.6	2.0	85.8	98.1	-11.9	·	3.8
O=C(Nc1nc(-c2ccc3c(c2)Cc2ccccc2-3)cs1)c1ccccc1	-41.6	4.7	9.3	0.8	5.7	95.2	99.8	-11.7	2.0	5.7
COc1ccc(CCNC(=O)c2noc3c2CCCC3)cc1OC	-30.0	13.7	0.3	-1.6	16.1	93.6	101.9	-3.1	-35.8	-6.1
N#C/C(C(=O)N1CCOCC1)=C1\Nc2ccccc2S1	-20.3	6.9	-2.3	0.7	2.7	106.0	106.6	·	9.6	-11.8
O=C(NCc1ccco1)C1CCC(CNS(=O)(=O)c2cccc3cccnc23)CC1 (configuration not stated)	-19.7	14.4	-0.9	-2.9	2.5	101.8	104.1	·	-0.3	-9.5
COC(=O)CCC(=O)Nc1ccc(NC(C)=O)cc1	-15.1	5.4	1.7	0.0	2.2	92.2	85.8	-2.5	-3.4	-6.3
Cc1cccc(N2CN(Cc3cccnc3)CNC2=S)c1	-33.3	14.5	0.0	0.2	-12.9	83.5	92.8	·	·	4.4
CC(=O)N1CCc2cc(C(=O)CN3CCN(C(=O)c4ccco4)CC3)ccc21	-19.0	1.1	3.3	-2.9	1.7	94.2	93.2	0.3	·	-4.5
COCCCNc1oc(-c2ccccc2F)nc1C#N	-1.9	6.7	0.5	-0.5	9.6	88.4	94.5	-0.2	·	-12.5
COc1ccc2[nH]c(=O)c(CN(C(C)=O)C3CCCCC3)cc2c1	-50.5	16.1	8.4	-0.8	-5.3	100.1	106.2	0.3	·	5.6
c1ccc(CSc2nncn2-c2ccccn2)cc1	-40.7	2.8	0.4	1.3	-4.5	107.3	109.4	-0.1	-4.5	-12.8
C=CCSC1=C(C#N)C(c2ccccc2OC)CC(=O)N1 (configuration not stated)	-19.2	2.9	1.3	-2.4	2.5	93.3	87.0	1.1	·	-7.0
Cc1ccc(CNC(=O)COC(=O)CCCOc2ccc(Cl)cc2Cl)cc1	-2.3	7.8	7.8	-0.3	6.6	96.7	92.8	-11.9	·	7.0
CCOC(=O)C1CCCN(C(=O)c2sc3nc(-c4ccccc4)cn3c2C)C1 (configuration not stated)	-22.3	18.4	2.7	-3.1	15.8	83.1	85.1	-2.4	-29.0	·
CSc1ccccc1NC(=O)CN(Cc1ccccc1)S(C)(=O)=O	-9.0	17.1	1.9	-1.2	1.1	94.8	89.1	-3.6	1.5	-1.2
COc1ccc(/C=N/n2c(N)c(S(=O)(=O)c3cccs3)c3nc4ccccc4nc32)cc1OC	-56.2	32.4*	-1.1	-3.9	-14.7	97.5	88.9	-1.5	5.1	6.5
O=C(O)c1nn(-c2ccccc2)nc1-c1nn(-c2ccccc2)nc1C(=O)O	6.6	17.2	8.9	-1.4	6.6	88.1	89.9	·	3.8	-21.5
CC1(C)CC(=O)C(C(c2cccc([N+](=O)[O-])c2)C2C(=O)CC(C)(C)CC2=O)C(=O)C1	-46.6	8.1	5.0	-0.4	5.9	94.3	101.4	-1.1	·	27.2*
O=C(c1ccccc1)c1ccc(N2CCNCC2)cc1	-40.9	2.7	2.9	-1.0	-8.4	80.5	83.6	0.2	-30.8	-10.0
CC1(C)CC(=O)c2sc(NS(C)(=O)=O)nc2C1	-6.8	16.4	3.2	0.6	-8.9	86.4	91.8	0.3	6.4	96.9*
CCOC(=O)NC(CC(=O)O)c1ccc(OCC)cc1 (configuration not stated)	-48.5	34.6	1.1	-0.1	0.7	85.7	91.1	1.7	-9.1	-4.6
C=CCn1c(SCC(=O)c2cccs2)nc2sc(CC)cc2c1=O	-47.8	5.7	7.6	0.3	-11.9	80.7	73.8	0.2	12.5	-10.2
Cc1cc(C)nc(NS(=O)(=O)c2ccc(NC(=O)c3ccc4c(c3)OCO4)cc2)n1	-39.6	1.7	0.6	-0.3	14.8	101.6	85.0	0.0	·	-19.8
Cn1nc(CC(=O)NCc2ccc(F)cc2)c2ccccc2c1=O	5.3	0.6	-0.5	0.9	12.1	69.5	74.2	·	17.5	-6.5
O=C(CCCc1ccccc1)NCCN1CCOCC1	-27.9	10.8	0.7	-1.6	7.8	102.1	97.3	-0.8	6.2	-4.5
COc1ccc(Cl)cc1NC(=O)CCc1ccccc1	-23.3	23.2	-1.1	-0.9	3.3	83.5	78.1	0.2	32.6	-16.6
CCC(Sc1nnc(-c2ccc(C)c(Cl)c2)n1CC)C(=O)Nc1nccs1 (configuration not stated)	-27.9	5.9	3.8	-0.1	8.6	68.5	65.7	-1.0	-36.4	7.4
CCOC(=O)Cn1cc(C=O)c2ccccc21	-7.7	7.7	2.2	-2.9	3.6	94.0	98.2	0.8	-41.2	-13.5
Cc1ccc(S(=O)(=O)n2cnc3cc([N+](=O)[O-])ccc32)c(C)c1	-2.6	29.7	-0.3	0.6	0.0	93.8	96.4	-9.8	·	1.4

Limited to PTEN del growth and Yeast growth inh, for 2 of the compounds above:
Structure	PTEN del growth	Yeast growth inh
Cc1cc(C)nc(NS(=O)(=O)c2ccc(NC(=O)c3ccc4c(c3)OCO4)cc2)n1	85.0	-39.6
Cn1nc(CC(=O)NCc2ccc(F)cc2)c2ccccc2c1=O	74.2	5.3

High-throughput results deposited in PubChem BioAssay by several laboratories.

Rows are unselected; overall some 6.4% were active at least once.
